# TGFb inhibitor – blocks TGF-b signaling; HepG2 CAGA-GFP TGF-b/SMAD3 reporter, GFP fluorescence, 18 h; TGF-beta stimulated, 500 pg/mL final; Potency, µM (titrated, usually from 46.1 µM), without a hit: top-dose activity, negative = inhibition, usual class: inhibitors; actives 1.2% (n = 410,000); further: potency means the concentration at half of the fitted maximal effect; on the % scale 0 is the no-effect control and ±100 the full control effect; nearly all actives have a fitted effect of over 65% in size
#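 Smad-responsive CAGA-GFP expression was quantified in HEPG2 cells exposed to compounds and 500 pg/mL final TGF-beta for 18 h at 37 degrees C; unstimulated wells defined full inhibition.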
# MCF10A rerep – induces DNA re-replication in MCF 10a normal breast cells; MCF 10A DNA re-replication, Hoechst nuclear intensity, 48 h; Potency, µM (doses to about 46.1 µM), for inactives: at the highest dose activity, positive = re-replication, usual class: activators; actives 2.9% (n = 350,000); AID 624296; further: potency means the concentration at half of the fitted maximal effect; % of control where 0% means no effect; nearly all actives have a fitted effect of over 50% in size
# ATXN2 expr inh – inhibitors of ATXN2 expression. HEK-293 ATXN2-luciferase reporter, luminescence, 24 h. Potency, µM (series often up to 57 µM), without a hit: at the top dose activity change, negative = inhibition, hits mostly inhibitors. actives 0.72% (n = 360,000); further: potency means the concentration at half of the fitted maximal effect; on the % scale 0 is the no-effect control and ±100 the full control effect; nearly all actives have a fitted effect of over 55% in size
#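 ATXN2-luciferase reporter cells (luciferase flanked by upstream and downstream ATXN2 gene portions) were treated 24 h at 37 °C with compounds at up to 57 uM. SteadyGlo luminescence gave expression; GF-AFC fluorescence gave viability.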
# Nrf2 ARE act – Nrf2 pathway activation; actives 0.31% (n = 410,000); Potency, µM (titrated, usually from 46.1 µM), for inactives: at the highest dose activation, most hits filed as activators; AID 624171; AREc32 ARE-luciferase reporter (MCF7-derived line), luminescence, 24 h; further: potency means the concentration at half of the fitted maximal effect; % of control where 0% means no effect; nearly all actives have a fitted effect of over 65% in size
#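 AREc32_Fluc, 1000 cells/well, OPTI-MEM + 5% FBS, o/n 37 deg C 5% CO2; 23 nL cpd by pin tool, 24 hr; Steady-Glo 30 min RT, luminescence.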
# ATXN viability – reduces viability in counter-screen for ATXN expression inhibitors; S2 cells (HEK-293 line with an ATXN2-luciferase reporter) viability, CellTiter-Fluor protease fluorescence, 24 h; Potency, µM (doses to about 56.7 µM), most hits filed as cytotoxic; actives 0.49% (n = 400,000); further: potency means the concentration at half of the fitted maximal effect; nearly all actives have a fitted effect of over 40% in size
# HepG2 tox – kills HepG2 cells in TGF-b inhibitor counter-screen. HepG2 CAGA-GFP viability, ATP luminescence, 18 h. Potency, µM (titrated, usually from 46.1 µM), without a hit: top-dose activity change, negative = cytotoxicity, usual class: cytotoxic. actives 0.76% (n = 410,000); further: potency means the concentration at half of the fitted maximal effect; some results filed as inactive show a strong effect at the top dose
#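 HepG2 CAGA-GFP cells (1000/well, DMEM with 1% FBS) received compound, then TGF-beta at 500 pg/mL final, and were incubated 18 hours at 37 degrees C. Viability was read by CellTiter-Glo luminescence. Media-only wells were set as complete cell-killing and DMSO as no toxicity.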
# Nrf2 inh – inhibitors of Nrf2 signaling; Potency, µM (titrated, usually from 46 µM), without a hit: at the highest dose activity change, negative = inhibition, actives largely listed as inhibitors; AID 504444; actives 2.1% (n = 360,000); A549 ARE-Fluc reporter, luciferase luminescence, 18-24 h; further: potency means the concentration at half of the fitted maximal effect; on the % scale 0 is the no-effect control and ±100 the full control effect; nearly all actives have a fitted effect of over 60% in size
#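 Quantitative HTS in A549 cells stably bearing an antioxidant response element-firefly luciferase construct. Inhibition of Nrf2-driven transcription was scored by luminescence after 18-24 h of compound exposure at 37 °C.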
# IL-1B inflam inh – inflammasome signaling inhibition, IL-1 beta readout; AID 743279; activity change, % at 57.5 µM; actives 4.7% (n = 360,000); THP-1 LPS/ATP IL-1B secretion, AlphaLISA, 16 h; active compounds read low; in the data active means activity change below about -50%; inconclusive means mostly about -30% to -49%; further: on the % scale 0 is the no-effect control and ±100 the full control effect
#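 THP-1 cells pretreated 1 hr with compounds (up to 57.5 uM final), then stimulated with LPS (250 ng/mL final) plus ATP (1.25 mM final); secreted IL-1B measured by AlphaLISA after 16 hr, decreased signal indicating inhibition.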
# A549 viability – counter-screen for Nrf2 inhibitors: cytotoxicity in A549 cells; A549 ARE-Fluc cells, CellTiter-Fluor viability, 18-24 h; Potency, µM (doses to about 46 µM), inactives show top-dose activity change, negative = cytotoxicity, actives largely listed as inhibitors; actives 0.16% (n = 390,000); further: potency means the concentration at half of the fitted maximal effect; on the % scale 0 is the no-effect control and ±100 the full control effect
#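 A549 ARE-Fluc cells in 5% FBS OPTI-MEM, 5000 cells/well, rested 2 h then exposed to compounds in concentration-response for 18-24 h at 37 °C. Viability by CellTiter-Fluor fluorescence (Ex 405/Em 525) after 30 min; luciferase luminescence (BugLite, 15 min, RT) read afterwards.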
# * hit, by the source's call; i = inactive; ? = inconclusive; nt = no result given; [ ] = remark or other dose. Unless noted, the call rests on the fitted dose curve; in most records, active means well fitted curve in the direction sought with a large enough effect; inconclusive means small, poorly fitted or top-dose-only effect, or another doubt; inactive means no such curve, though single readings can be large; an effect the other way counts as inactive or inconclusive. Compounds were not picked by outcome; overall some 8.8% were active at least once.
SMILES,TGFb inhibitor,MCF10A rerep,ATXN2 expr inh,Nrf2 ARE act,ATXN viability,HepG2 tox,Nrf2 inh,IL-1B inflam inh,A549 viability
CC(=O)c1cccc(NC(=O)CCCSc2ccccc2)c1,-5%,14%,1%,0.8%,i,-6%,-28%,22,1%
O=C(Nc1c(-c2ccccc2)nc2ccccn12)c1ccco1,-3%,3%,5%,0.1%,i,-1%,-14%,-8,-12%
CCC(CC)C(=O)Nc1cc(-c2cccc(C)c2)nn1-c1ccccc1,-19%,nt,-3%,-0.3%,i,-7%,nt,nt,9%
COc1ccc(-c2sc3ccc(N4CCOCC4)cc3c2C#CC2(O)CCCCC2)cc1,?,?,7%,6.2%,?,-31%,-26%,105,-6%
COc1ccccc1NC(=S)NCCN1CCOCC1,-2%,10%,7%,-0.1%,i,1%,-1%,5,2%
Cc1cccc(CN2C(=O)c3ccccc3S(=O)(=O)c3ccc(C(=O)OCC4CCCO4)cc32)c1 (stereo not given),-5%,nt,-5%,0.6%,i,3%,0%,nt,12%
CCOC(=O)c1c(C)[nH]c(C)c1S(=O)(=O)NCC(=O)Nc1cccc(C#N)c1,-25%,nt,-9%,0.9%,i,-35%,?,nt,12%
C=CCN(C(=O)c1csnn1)C(C(=O)NCc1ccc(F)cc1)c1ccccc1 (stereo not given),8%,-31%[inhibitor],-7%,-0.2%,i,-2%,-19%,17,-4%
CCCC1C(=O)N(c2ccccc2)C1c1ccccc1 (stereo not given),-5%,-15%,-6%,1.0%,i,-4%,-11%,-12,-3%
COc1ccc(S(=O)(=O)N2CCN(Cc3nc4ccc(C)cc4o3)CC2)cc1Cl,?,nt,-20%,3.4%,i,-25%,nt,nt,21%
O=C(NCCCN1CCOCC1)c1cccc(S(=O)(=O)N2CCc3ccccc3C2)c1,-5%,?,-15%,1.9%,i,-13%,-9%,-4,4%
N/C(=N\OC(=O)c1cnn(-c2ccccc2)c1C(F)(F)F)c1ccc(C(F)(F)F)cc1,-2%,-1%,-5%,-0.7%,i,-2%,-1%,-2,1%
O=C(c1ccc(N2CCN(S(=O)(=O)c3ccccc3)CC2)c([N+](=O)[O-])c1)N1CCOCC1,-18%,1%,-9%,3.6%,i,-31%,-17%,4,-3%
Oc1ccccc1-c1nc(NCc2cccnc2)c2ccccc2n1,20µM*,?,?,-2.1%,i,-21%,12µM*,?,?
Cc1ccccc1CNC(=O)CSc1nnc(C)c2c(C)n(-c3ccccc3)nc12,2%,nt,-1%,-0.4%,i,1%,-20%,nt,10%
CCS(=O)(=O)c1nc(S(=O)(=O)c2ccc(C)cc2)c(NCCCN2CCOCC2)s1,4%,-2%,-7%,-1.0%,i,-6%,-10%,-11,-2%
CCCCCc1nnc(NC(=O)C2COc3ccccc3O2)s1 (stereo not given),8%,-1%,26%,0.3%,i,12%,2%,-7,7%
COC(=O)c1sccc1NC(=O)C1CC(C)=C(C)CC1C(=O)O (stereo not given),17%,0%,-2%,-0.3%,i,-9%,-27%,62,-12%
Cc1sc2ncn(CC(=O)OC(C)C(=O)NC(C)(C)C)c(=O)c2c1C (stereo not given),14%,2%,2%,0.0%,i,-2%,20%,-9,-1%
CN(Cc1ccccn1)C(=O)C1CCC(=O)N(Cc2cccc(C(F)(F)F)c2)C1 (stereo not given),-6%,-1%,3%,-1.1%,i,-11%,-2%,-13,-4%
COC(=O)c1cc(-c2ccc(Cl)cc2Cl)n[nH]1,1%,0%,nt,6.9%,i,4%,1%,10,22%
COc1ccc(Cn2c(=O)c3ccccc3n3c(-c4ccc(C)cc4)nnc23)cc1,?,nt,15%,0.2%,i,-12%,11%,nt,0%
COCc1cc(C)nc2sc3c(c12)NC(c1ccc(O)cc1)N(c1ccc(OC)cc1)C3=O (stereo not given),6%,nt,nt,9.0%,nt,-22%,0%,nt,8%
Cc1nc(C)c(Cc2ccccc2Cl)c(=O)[nH]1,-2%,-5%,3%,-0.6%,i,10%,-6%,1,-3%
COc1ccccc1NC(=O)N1CCN(c2ncccn2)CC1,0%,-4%,-6%,-0.6%,i,9%,-3%,1,3%
Cc1c(-c2nc(-c3ccc4c(c3)OCO4)no2)nnn1-c1ccc(C(C)C)cc1,7%,nt,nt,1.8%,nt,9%,?,nt,-1%
O=C(CCS(=O)(=O)c1cc2c3c(c1)CCN3C(=O)CC2)Nc1cccc(Br)c1,3%,nt,5%,-0.7%,i,0%,10%,nt,-15%
CC(NC(=O)CCC(=O)NC(C)c1ccccc1)c1ccccc1 (stereo not given),-16%,-3%,-7%,-0.4%,i,-43%,3%,3,5%
O=[N+]([O-])c1cccc(-c2nc(-c3ccccc3)c(-c3cccs3)[nH]2)c1,-15%,?,-18%,5.9%,i,-23%,-28%,8,-8%
CCC(=O)Nc1ccc2nc(SCC(=O)N3CCc4ccccc43)sc2c1,?,nt,nt,4.0%,nt,-27%,8%,nt,-1%
O=C(c1ccc2c(=O)n(CCc3ccccc3)c(=O)[nH]c2c1)N1CCN(c2ccccc2)CC1,-4%,4%,12%,4.2%,i,7%,?,-6,1%
CN(Cc1ccc(Cl)cc1Cl)C(=O)C1CC(=O)N(Cc2ccco2)C1 (stereo not given),-13%,nt,nt,-1.4%,i,2%,nt,-5,nt
COc1cc2c(cc1NC(=O)c1ccncc1)oc1ccccc12,33%[activator],?,21%,16%,i,-29%,18%,-17,4%
CCOC(=O)C1=C(c2ccccc2)Nc2ncnn2C1c1ccccn1 (stereo not given),-8%,-1%,-17%,-0.1%,i,-18%,-3%,34,-10%
COc1cccc(NC(=S)N2CCC(c3ccc(C)cc3)C2)c1 (stereo not given),-16%,?,30%,1.9%,i,-26%,?,-78*,4%
O=C(c1cc(=O)c2ccccc2o1)N1CCN(c2ccccc2F)CC1,5%,-2%,1%,?,i,2%,?,14,0%
COCCCNC(=O)c1ccc(Cn2c(SCc3cccc(C)c3)nc3cccnc32)cc1,-20%,nt,nt,4.8%,nt,-36%,?,nt,0%
COC(=O)[C@@]1(Cc2ccc(OC)cc2)[C@H]2c3cc(C(=O)N4CCCC4)n(Cc4cc(C)n(C)n4)c3C[C@H]2CN1C(=O)c1ccccc1,nt,nt,3%,4.2%,i,nt,nt,-29,nt
O=C(CC12CC3CC(CC(C3)C1)C2)N/N=C/c1ccc([N+](=O)[O-])o1,?,?,-2%,4.0%,i,-43%,?,?,1%
Cc1ccc(OCC(=O)N(C)CC(=O)Nc2ccc(F)c(F)c2F)cc1,22%,2%,1%,0.4%,i,-7%,-14%,-65*,0%

# 2 entries drawn at random from those above:
SMILES,TGFb inhibitor,MCF10A rerep,ATXN2 expr inh,Nrf2 ARE act,ATXN viability,HepG2 tox,Nrf2 inh,IL-1B inflam inh,A549 viability
Cc1c(-c2nc(-c3ccc4c(c3)OCO4)no2)nnn1-c1ccc(C(C)C)cc1,7%,nt,nt,1.8%,nt,9%,?,nt,-1%
COC(=O)[C@@]1(Cc2ccc(OC)cc2)[C@H]2c3cc(C(=O)N4CCCC4)n(Cc4cc(C)n(C)n4)c3C[C@H]2CN1C(=O)c1ccccc1,nt,nt,3%,4.2%,i,nt,nt,-29,nt

# (further entries)
SMILES,TGFb inhibitor,MCF10A rerep,ATXN2 expr inh,Nrf2 ARE act,ATXN viability,HepG2 tox,Nrf2 inh,IL-1B inflam inh,A549 viability
COc1ccc(/C=N\NC(=O)c2ccccc2Cl)cc1COc1c(F)c(F)c(F)c(F)c1F,?,9.2µM*,-19%,1.5%,?,0%,-25%,i,-21%
Cc1ccc(S(=O)(=O)CCC(=O)N2CCN(c3nc4c(C)c(C)ccc4s3)CC2)cc1,?,nt,11%,3.9%,i,-23%,nt,nt,2%
COc1ccc(Cl)cc1NC(=O)C/C(C)=N/NC(=O)C(=O)NCc1ccccc1,4%,-2%,-28%,21%,i,2%,3%,-21,-2%
Cc1nc(NCCc2ccccc2)c2nnn(Cc3ccccc3)c2n1,1%,-2%,nt,-0.5%,i,2%,0%,-9,1%
O=C(NCCc1ccc(Cl)cc1)Nc1cccc(Cl)c1,?,?,-29%,-0.7%,i,-39%,-26%,-12,-8%
Cc1ccc(C)c(NC(=S)NNC(=O)c2csc(C)c2)c1,-3%,-1%,-7%,5.4%,i,-22%,4%,12,1%
COc1ccc(-c2cc(C(F)(F)F)nc(SCC(=O)NCc3ccc(OC)c(OC)c3)n2)cc1,13%,nt,-2%,-0.1%,i,3%,?,nt,-8%
CC(=O)N1c2ccc(S(=O)(=O)N(C)CC(=O)N(Cc3ccccc3)C(C)C)cc2CC1C (stereo not given),4%,nt,-4%,0.6%,i,-6%,?,nt,19%
O=C1/C(=C/c2ccncc2)N=C2CCCCCN12,9%,-4%,nt,0.2%,i,-8%,?,5,0%
COC(=O)c1ccccc1NC(=O)c1cc2c(-c3ccc(OC)c(OC)c3)nn(C)c2s1,-3%,nt,2%,-0.9%,i,4%,8%,nt,-9%
CCn1cc(Br)c(C(=O)Nc2ccc(C(=O)OC(C)C)cc2)n1,14%,15%,10%,3.4%,i,-23%,?,9,0%
Cc1cc(Cl)ccc1OCC(=O)NC1CCCC1,-6%,-15%,11%,2.3%,i,2%,-14%,-85*,-1%
O=C(c1ccc(C#CC2(O)CCCCC2)cc1)N1CCOCC1,-5%,14%,28%,0.1%,i,3%,13%,-3,2%
O=C(CSCc1ccc(Cl)cc1)Nc1nccs1,3%,-17%,-22%,0.0%,i,-9%,-21%,-12,-2%
O=C(NCc1ccccn1)c1ccc(OC2CCN(Cc3ccccc3)CC2)cc1,2%,10%,2%,-0.1%,?,-20%,2%,-11,-8%
COc1ccc(S(=O)(=O)N(CC(=O)O)c2ccccn2)cc1,0%,1%,-2%,-0.5%,i,-16%,0%,-1,3%
COc1ccc(OC)c(CNS(=O)(=O)c2c(C(=O)N3CCC(C)CC3)c(C)n(C)c2C)c1,30%,nt,nt,-1.4%,nt,4%,nt,nt,-4%

# High-throughput results from PubChem BioAssay.
